Screens as filed in PubChem BioAssay.
MRP-1 activ – activates MRP-1; actives 0.61% (n = 140,000); H69AR cells + doxorubicin, viability rescue, CellTiter-Glo; AID 799; viability increase, % at 10 µM;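 active means viability gain under doxorubicin at or above a set limit, the compound median plus 3 SD, cut at about 4.7% in these data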;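 further: MRP-1 overexpressing cells given doxorubicin 25 µM after compound pretreatment; 18-22 h compound pretreatment then 72 h with doxorubicin before readout; 0% = doxorubicin-only wells and 100% = vehicle-treated cells without doxorubicin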
NPY Y2 blocker – blocks the human neuropeptide Y Y2 receptor; NPY-Y2 expressing cells, antagonist mode; inhibition, % at 2.7 µM; actives 0.99% (n = 140,000); in the data active means inhibition above about 17%;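 further: 0% = vehicle with agonist challenge and 100% = reference antagonist with challenge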
Target sequence (P49146 whole entry, looked up): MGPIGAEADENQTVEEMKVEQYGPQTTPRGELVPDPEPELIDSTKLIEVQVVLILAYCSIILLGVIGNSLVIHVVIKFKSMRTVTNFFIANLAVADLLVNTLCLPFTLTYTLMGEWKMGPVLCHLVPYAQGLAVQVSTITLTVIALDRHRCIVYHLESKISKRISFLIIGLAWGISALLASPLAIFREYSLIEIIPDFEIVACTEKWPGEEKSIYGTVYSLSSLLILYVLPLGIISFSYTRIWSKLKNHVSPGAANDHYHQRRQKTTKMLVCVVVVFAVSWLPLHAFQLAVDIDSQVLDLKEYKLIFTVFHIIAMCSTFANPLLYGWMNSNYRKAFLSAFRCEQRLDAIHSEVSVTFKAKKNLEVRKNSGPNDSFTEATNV
Measles CPE – protection of cells from measles virus | Measles virus-infected cells, CPE protection, absorbance | protection (pct of control), % at 4 µM | actives 1.5% (n = 140,000) | AID 841; in the data active means protection mostly above about 24%, no sharp cut-off; inactive means mostly below about 26%; further: some compounds called inactive have numbers as strong as hits
bCat KO growth – beta-catenin-lacking colon tumor cell growth suppression; AID 818; actives 1.5% (n = 140,000); viability, % at 10 µM; HCT116 beta-catenin knockout viability, CellTiter-Glo, 60 h; hits give low values;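 active means viability at or under a set limit, the compound median less 4 SD, cut at about 6% in these data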;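 further: 0% = Hyamine 1622 control at 20 µM and 100% = untreated cell control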
PTEN del growth – PTEN-deleted cell growth suppression; HCT116 PTEN-null viability, CellTiter-Glo, 60 h; hits give low values; viability, % at 10 µM; actives 1.2% (n = 140,000);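 active means viability at or below a set limit, 4 SD under the median of all tested compounds, cut at about 3.7% in these data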;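 further: PTEN knockout HCT116 line with beta catenin targeted HCT116 as companion control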
BB579 growth dn – yeast BB579 growth reduction in restrictive medium. S. cerevisiae BB579 growth, OD615, 48 h. inhibition, % at 10 µM. actives 0.51% (n = 140,000);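 active means inhibition above a set limit, 3 SD over the mean compound inhibition, cut at about 44% in these data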; further: inactives centre near -24
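Assay system: S. cerevisiae DeaD strain BB579 yeast. Medium: CSMM-D restrictive synthetic medium containing dextrose (glucose). Times: 4 h cell preincubation, 48 h compound exposure, 30 °C humidified. Signal: OD615 turbidity measurement. Benchmarks: positive control amphotericin B 10 µg/mL.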
Yeast life ext – yeast lifespan extension; S. cerevisiae growth with nicotinamide, OD615; deaD strain in restrictive glucose medium; inhibition of the nicotinamide effect, % at 10 µM; actives 0.68% (n = 130,000); AID 775;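 active means inhibition above a set limit, placed 3 SD over the median of all compounds, cut at about 26% in these data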;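 further: 0% = nicotinamide-treated wells and 100% = cells grown without nicotinamide; some compounds called inactive have numbers as strong as hits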
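assay system = DeaD-strain S. cerevisiae | buffer or medium = restrictive glucose medium | reagent = 1.5 mM nicotinamide | compound = 10 µM single point, 0.25% DMSO | incubation = 48 h compound exposure at 30 °C, humidified | signal = OD615 measurement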
E-sel TNF inh – TNF alpha driven E-selectin expression inhibition | HUVEC TNFa-induced E-selectin immunofluorescence, high content | inhibition, % at 2 µM | AID 1246 | actives 0.71% (n = 120,000);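 active means inhibition above the batch mean plus 3 SD, and confirmed as a hit on visual image review, cut at about 43% in these data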;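 further: 0% = TNF-stimulated DMSO wells and 100% = unstimulated control wells; not every result past the cut was called active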
GALR2 blocker – blocks the human galanin receptor 2; GALR2-expressing cells, antagonist mode; inhibition, % at 4 µM; actives 0.39% (n = 140,000); in the data active means inhibition above about 27%;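 further: cells stimulated with galanin 1-16 at roughly its EC80; 0% = agonist challenge control and 100% = basal control without agonist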
Target sequence (O43603 whole entry, looked up): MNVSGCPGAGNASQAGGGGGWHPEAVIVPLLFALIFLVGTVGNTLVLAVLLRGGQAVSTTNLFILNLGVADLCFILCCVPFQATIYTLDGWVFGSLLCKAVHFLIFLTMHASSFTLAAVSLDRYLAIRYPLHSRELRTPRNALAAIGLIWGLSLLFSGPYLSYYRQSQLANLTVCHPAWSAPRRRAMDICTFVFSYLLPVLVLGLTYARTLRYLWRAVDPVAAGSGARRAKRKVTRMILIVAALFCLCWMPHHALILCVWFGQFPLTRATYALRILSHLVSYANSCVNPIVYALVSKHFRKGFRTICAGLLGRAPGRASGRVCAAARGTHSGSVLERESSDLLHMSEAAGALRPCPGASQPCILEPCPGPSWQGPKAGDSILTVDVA
Phagocytosis inh – macrophage phagocytosis inhibition; inhibition, % at 5 µM; actives 0.07% (n = 110,000); J774A.1 macrophage IgG-bead phagocytosis, imaging; AID 1029;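 active means inhibition above the mean of the plate negative controls plus 5 SD, cut at about 13% in these data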;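 further: phagocytic index as fraction of beads internalized from green versus red external bead signal; plate controls were DMSO negative control for no effect and cytochalasin-D positive control for full effect; some results beyond the cut were filed as inactive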
Active calls of the source: *; . = no result given. Rows were taken by chance; overall some 6.4% were active at least once.

SMILES	MRP-1 activ	NPY Y2 blocker	Measles CPE	bCat KO growth	PTEN del growth	BB579 growth dn	Yeast life ext	E-sel TNF inh	GALR2 blocker	Phagocytosis inh
Cc1cc2oc(=O)cc(CN3CCN(S(=O)(=O)c4ccc5c(c4)OCCO5)CC3)c2cc1C	0.7	5	22	70	86	-57	-8	-43	-4	-1
CCn1c(C)nc2cc(C(=O)n3cc(C(=O)c4ccccc4O)cn3)ccc21	-0.3	2	15	105	98	13	-1	25	-7	1
Cc1cc(=O)oc2cc(NC(=O)CCCC(=O)O)ccc12	-1.6	3	16	93	106	-38	-19	.	8	1
C/C(Cl)=C/Cn1c(SCc2ccc(Cl)cc2)nc2c1c(=O)[nH]c(=O)n2C	-0.8	2	6	92	86	-33	-10	-5	4	4
Nc1ccc2c(c1)C(=O)N(CCCCCC(=O)O)C2	-2.1	3	8	77	105	-29	.	-5	3	.
O=C(COC(=O)c1cn(-c2ccccc2)nc1-c1ccccc1)c1ccc([N+](=O)[O-])cc1	-4.6	1	18	92	101	12	-7	20	0	-10
CCOC(=O)N1CCN(CC(=O)Nc2cc(C)nn2-c2nc3ccccc3s2)CC1	-5.6	3	4	83	68	-20	-27	15	5	0
COc1ccc(NC(=O)Cc2coc3cc(C)ccc23)cc1S(=O)(=O)N1CCOCC1	-2.4	1	4	80	80	-51	-3	.	-18	-7
COCCSc1ccccc1C(=O)Nc1ccc(Cl)cn1	-0.1	0	10	100	96	-15	-7	.	4	-9
CC(C)(CSc1nncn1/N=C/c1ccco1)NS(=O)(=O)c1ccc(Cl)cc1	-2.7	-1	3	97	96	0	-12	0	-5	-3
CCOC(=O)c1c(NC(=O)CSc2nnc(CN3CCOCC3)n2C)sc2c1CCCC2	-1.4	-4	5	76	79	-38	-5	-8	-9	.
CSc1nc(NCc2ccco2)c2sc3nc(C(C)C)c4c(c3c2n1)CC(C)(C)OC4	-3.4	1	4	32	38	-51	-20	.	-6	0
Cc1cccc(-c2noc(Cc3ccc(Cl)cc3)n2)c1	4.0	1	7	94	97	-20	-10	-23	-4	-3
CCN(CC)c1ccc(NC(=O)CSc2nc(C)cc(=O)[nH]2)cc1	0.4	.	4	80	86	31	-7	.	.	0
CCOC(=O)C1CCCN(c2c(NCCc3ccc(S(N)(=O)=O)cc3)c(=O)c2=O)C1 (stereo unspecified)	0.8	2	6	93	100	-17	-1	-6	9	0
N#Cc1ccc(Oc2ccc(-c3cnc4ccccc4n3)cc2)cc1C#N	-1.2	4	12	88	92	-22	1	-24	-3	3
O=C(O)CONC(=O)c1cc(OCC(F)(F)F)ccc1OCC(F)(F)F	-2.2	-1	5	106	90	10	-18	2	3	.
Cc1cccc(C)c1Nc1nnc(SCC(=O)NC(=O)c2cccn2C)s1	-0.6	6	20	85	96	-10	-1	.	8	-11
CCOC(=O)CSc1nc2ccccc2c(=O)n1CCN1CCOCC1	-2.5	3	1	94	105	-46	-3	8	-4	.
CCNC(=O)OCC12CC3CC(CC(C3)C1)C2	0.1	4	18	88	92	1	21	-16	9	-7
COC(=O)C1=C(C)N(c2ccc(OC)c(OC)c2)C(=O)C1	-4.0	2	25	87	89	-35	-3	18	14	0
CCc1sc2nc(SCC(=O)Nc3cc(C)on3)n(-c3cccc(OC)c3)c(=O)c2c1C	-5.7	0	4	12	20	-40	-13	-30	-10	.
O=C(CSc1nc2c(cnn2-c2ccc(F)cc2)c(=O)[nH]1)N1CCCc2ccccc21	-4.2	16	26	79	83	-23	2	.	0	-3
N#C/C(=N\Nc1cccc(Cl)c1)C(=O)c1ccccc1	-4.3	5	13	52	55	-22	-2	-46	8	-1
COc1cc(CO)cc(Br)c1OCC(=O)O	-0.7	0	3	100	112	-35	-9	.	6	0
CCCc1nc2oc3c(NCc4ccccn4)ncnc3c2c2c1COC(C)(C)C2	-4.2	1	6	83	64	-19	-21	-29	-4	-1
Cc1cc(C)cc(C(=O)N2CCN=C2SCc2ccc([N+](=O)[O-])cc2)c1	-4.2	7	15	60	53	-15	-4	.	2	-3
OC(CNCc1ccc(F)cc1)(c1ccccc1)c1ccc(F)cc1 (stereo unspecified)	-0.8	9	10	69	88	-74	1	-27	-4	.
CC(=O)Nc1ccccc1-c1ccc(C)o1	-3.6	2	2	97	94	-8	-20	-5	-19	4
Cc1c(C(=O)N(C)C)sc(NC(=O)c2cc([N+](=O)[O-])cc([N+](=O)[O-])c2)c1C#N	0.5	1	3	93	96	-37	-9	19	9	-1

Brought forward from above: 2 compounds, then new ones.
SMILES	MRP-1 activ	NPY Y2 blocker	Measles CPE	bCat KO growth	PTEN del growth	BB579 growth dn	Yeast life ext	E-sel TNF inh	GALR2 blocker	Phagocytosis inh
CC(=O)Nc1ccccc1-c1ccc(C)o1	-3.6	2	2	97	94	-8	-20	-5	-19	4
Cc1c(C(=O)N(C)C)sc(NC(=O)c2cc([N+](=O)[O-])cc([N+](=O)[O-])c2)c1C#N	0.5	1	3	93	96	-37	-9	19	9	-1
Cc1ccccc1-n1c(SCC(=O)NCc2cccs2)nnc1-c1ccncc1	0.4	-2	4	105	103	-6	-6	-26	1	-1
CCOc1ccccc1NC(=O)C(=O)/C=C(\O)c1cc(OC)ccc1OC	-5.4	5	5	77	86	-42	4	9	-3	0
CC(=O)N1C(C)c2ccccc2C(C)(C)CC12CCCCC2 (stereo unspecified)	-1.8	10	2	75	76	-16	12	21	7	-8
Cc1c(C#N)c2ccccc2n1CC(=O)N1CCCc2ccccc21	-3.8	1	8	88	80	-57	-17	5	2	0
COc1ccc(/C=N/NC(=O)c2cccc([N+](=O)[O-])c2)cc1OS(=O)(=O)c1ccccc1	-3.6	-2	23	60	45	-43	-3	12	4	-2
O=C1c2ccccc2C(=O)N1CC1c2ccccc2CCN1C(=O)C1CCCCC1 (stereo unspecified)	-0.9	7	9	85	87	-38	0	5	-20	0
Cn1nnnc1SCC(=O)Nc1cc(C(C)(C)C)nn1-c1ccccc1	-1.8	-1	2	85	90	-45	1	.	6	-1
Cc1cc(OC(=O)c2ccc(S(=O)(=O)N(C)C)cc2)cc(=O)o1	-0.3	-2	5	90	110	-14	-12	.	-7	1
N#Cc1c(NC(=O)CSc2ncnc3c2cnn3-c2ccccc2Cl)sc2c1CCCC2	1.9	1	7	76	71	-27	-9	.	-11	.
CCCCN(C(=N)N1CCCCC1)c1nc(C)c([N+](=O)[O-])c(=O)[nH]1	1.5	1	16	95	97	-26	4	.	8	-15
O=C(Nc1nc2ccc(Cl)cc2s1)C1CCCO1 (stereo unspecified)	0.1	0	16	87	92	-17	-11	33	2	-1
COc1ccc2c(=O)cc(-c3ccccc3)n(C)c2c1	-2.8	3	18	97	94	-16	.	-6	5	.
CCCCn1c(SCC(=O)Nc2nnc(C(C)C)s2)nc2c1c(=O)n(C)c(=O)n2C	-0.9	-1	1	75	66	-7	-13	-8	-10	-3
COc1ccc(C(=O)NCC(=O)OCC(=O)N2CCCc3ccccc32)cc1	-0.3	1	4	96	84	-22	-2	.	9	-4
c1ccc(-c2nn3c(Cn4nnc5ccccc54)nnc3s2)cc1	-0.7	2	1	100	96	-36	-10	-21	3	4
CCOC(=O)c1cccc(NC(=O)COc2ccc([N+](=O)[O-])cc2)c1	-2.2	1	5	95	108	-17	-38	.	-6	.
O=C(NC1CCCC1)c1ncn[nH]1	1.2	1	14	93	94	-37	4	.	7	0
CCCN(CCC)CCCNC(=O)CCNS(=O)(=O)c1ccc(Br)cc1	-1.1	4	9	100	97	-45	2	3	-9	1
Cc1cc(O)c(C(C[N+](=O)[O-])c2ccc(Cl)cc2)c(=O)o1 (stereo unspecified)	-0.3	1	13	87	101	2	-8	-4	11	0
O=C(COC(=O)Cc1ccsc1)NC(c1ccccc1)c1ccccc1	0.1	2	12	100	99	-37	0	-5	-1	4
Cc1ccc(C)n1Cc1ccc(C(=O)O)cc1	0.2	0	9	88	102	-31	-14	-15	6	-4
COc1ccc(-c2n[nH]c(=S)o2)c(OC)c1	-2.2	3	21	93	104	-8	-7	-21	-15	-2
C/C(=N\Nc1ccc(C(F)(F)F)cc1[N+](=O)[O-])C1CC1	1.0	-3	8	89	95	-28	1	.	-10	1
Cc1ccc(NC(=O)c2cncc(Br)c2)cc1S(=O)(=O)N(C)C	-2.1	-1	6	103	94	-7	-1	.	11	-4
Cn1c(=NC(=O)c2ccco2)sc2cccc(F)c21	-5.4	6	12	74	71	25	-9	12	-4	0
O=C(c1ncn[nH]1)N1CCN(c2nc(-c3ccccc3)cs2)CC1	3.1	2	11	86	87	-28	-8	11	8	-2
O=C(COC(=O)c1cc(Br)ccc1Cl)NC(=O)NCc1ccccc1	-1.0	2	3	94	95	-37	8	18	7	-1
CN1C(=O)N(C)C2(c3ccccc3)Nn3c(s/c(=C/c4ccccc4F)c3=O)=NC12c1ccccc1 (stereo unspecified)	0.5	1	5	96	103	-16	-3	3	-1	2
O=C(Nc1ccccc1)c1[nH]ncc1[N+](=O)[O-]	-0.3	-1	9	91	93	-33	-8	13	7	1
c1ccc(N=C(c2cccs2)N2CCOCC2)cc1	-2.4	1	3	99	96	-21	.	-5	3	.
Cc1ccc(CNC(=O)CN2CCCC(C)C2)cc1 (stereo unspecified)	-2.4	3	2	93	101	-12	-1	-15	-9	.
O=C(NCC1CCCO1)NC1(C(F)(F)F)Oc2ccccc2O1 (stereo unspecified)	-2.1	3	16	70	68	1	-14	.	-16	-2
COC(=O)C1(O)CC(CC(C)C)=NN1C(=O)c1ccccc1 (stereo unspecified)	0.4	4	9	105	101	-37	-3	-11	-1	0
O=S(=O)(c1ccc(Br)cc1)c1nc(-c2ccccc2)oc1NCc1cccnc1	-2.1	6	10	95	93	-25	-4	3	-1	.
O=C(Nc1ccc(Br)cc1)c1cnccn1	-4.2	5	2	100	94	-40	-21	.	0	.
N#CCCN(C(=O)COC(=O)c1cccc(S(=O)(=O)Nc2ccc([N+](=O)[O-])cc2)c1)c1ccccc1	-0.5	0	17	98	97	-19	0	.	-2	-4
Cc1ccc(C)c(-c2csc(N)c2C(=O)OC(C)C)c1	-1.6	5	3	64	66	26	8	-8	-8	-2
O=C(COC(=O)c1ccccc1Cl)NC(=O)NCc1ccccc1	0.9	6	68*	101	106	-2	-4	18	9	3
CCN(CC)C(=O)Oc1ccc(Cl)c2ccccc12	-5.0	2	15	92	78	3	-5	.	-2	-6
O=C(O)c1ccc2cccc(Cl)c2c1O	-2.9	10	25	85	109	-36	-25	30	14	0
Cc1cc(=O)oc(C)c1C(=O)NCC(C)C	-0.6	-2	15	103	96	3	-1	10	4	0
Cc1cc(Oc2ccccc2)nc(N2CCOCC2)n1	-3.2	10	8	102	102	-19	-1	.	-22	-1
C=CCNC(=O)NC(=O)COC(=O)c1cccnc1SC	-0.4	2	18	95	110	-43	-12	12	-8	-2
Cc1c(C(=O)N2CCCC2)sc(NC(=O)c2ccco2)c1C#N	-1.7	-1	15	83	91	-24	.	-10	12	.
